Exocytosis inh = lytic granule exocytosis inhibition; TALL-104 LAMP-1 surface exposure, flow cytometry; cells stimulated with thapsigargin and PMA; inhibition, % at 10 µM; 360,000 compounds, 0.66% hits;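 active means inhibition above about 55%, limit read from the data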
PDI inh = PDI (human) enzyme inhibition. P07237. PDI insulin aggregation turbidity, A650, 90 min. inhibition, % at 10 µM. 350,000 compounds, 0.052% hits. AID 588391;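 active means mean inhibition across replicates of 30% or more, whatever share of single replicates reach that level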;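 further: absorbance from insulin aggregation driven by PDI reduction with DTT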
Target sequence (P07237 whole entry, looked up): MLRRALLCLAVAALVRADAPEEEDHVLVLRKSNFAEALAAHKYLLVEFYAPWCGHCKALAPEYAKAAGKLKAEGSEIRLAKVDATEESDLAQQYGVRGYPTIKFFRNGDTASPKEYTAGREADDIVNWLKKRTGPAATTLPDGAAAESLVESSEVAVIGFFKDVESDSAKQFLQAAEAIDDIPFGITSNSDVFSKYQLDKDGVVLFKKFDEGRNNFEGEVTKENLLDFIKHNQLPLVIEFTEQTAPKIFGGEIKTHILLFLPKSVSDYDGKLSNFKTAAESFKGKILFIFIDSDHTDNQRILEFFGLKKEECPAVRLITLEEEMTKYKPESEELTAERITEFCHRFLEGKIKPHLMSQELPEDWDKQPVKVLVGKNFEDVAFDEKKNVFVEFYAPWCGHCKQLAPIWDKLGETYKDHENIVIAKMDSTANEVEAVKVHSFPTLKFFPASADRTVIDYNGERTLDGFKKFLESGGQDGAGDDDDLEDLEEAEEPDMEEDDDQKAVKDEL
aDG glyco up = increases alpha dystroglycan glycosylation | Pro5-aDG cells, alpha-DG glycosylation AlphaScreen (IIH6); 0% Pro5, 100% B10-LARGE cell signal | 360,000 compounds, 0.22% hits | activation, % at 10 µM | AID 624168;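 active means activation of at least 8% versus controls, or a plate z-score of at least 8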;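 further: Pro5 are CHO cells carrying HIG-tagged alpha-DG that lacks glycosylation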
H9c2 protect = myocardial damage modulation in H9c2 cells; H9c2 cardiomyocytes, H2O2 injury protection, ATPLite, 2 h; protection from H2O2 cell death, % at 20 µM; 360,000 compounds, 0.63% hits; AID 588492;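 active means compounds giving at least 50% protection of heart cells from peroxide-induced death in the single-dose screen, raw or plate-pattern-corrected value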;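 further: 0% = DMSO wells with peroxide and 100% = DMSO wells without peroxide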
Vif imaging = blocks HIV Vif function. 340,000 compounds, 0.35% hits. HEK293T cells, Vif self-association by quenched fluorescence, imaging, 24 h. inhibition, % at 7.49 µM; in the data active means inhibition above about 50%, passing the limit was not always enough; further: some results filed as inactive read as strong as hits
ABCB6 inh 2 = human ABCB6 transporter inhibition; fluorescence ratio to DMSO, % at 10 µM; 360,000 compounds, 0.19% hits; K562-ABCB6 porphyrin accumulation, flow cytometry, 1 h; hits give low values; Q9NP58;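 active means fluorescence ratio to DMSO below 75%, the collection mean minus 3 SD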;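 further: signal is porphyrin accumulated inside mitochondria; 100% equals median channel fluorescence of DMSO control wells; lower ratio means ABCB6 inhibition with less porphyrin fluorescence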
HTR2A ag = activates the mouse 5-HT2A serotonin receptor. P35363. CHO-K1 mHTR2A beta-arrestin complementation, luminescence; percent of 30 µM serotonin response. activation, % at 7.6 µM. 360,000 compounds, 0.66% hits. AID 624169;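 active means activation above a run cutoff, the mean activation of all tested compounds plus 3 SD, cut at about 14% in these data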;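 further: 0% = plate median of compound wells and 100% = 30 µM serotonin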
Target sequence (P35363 whole entry, looked up): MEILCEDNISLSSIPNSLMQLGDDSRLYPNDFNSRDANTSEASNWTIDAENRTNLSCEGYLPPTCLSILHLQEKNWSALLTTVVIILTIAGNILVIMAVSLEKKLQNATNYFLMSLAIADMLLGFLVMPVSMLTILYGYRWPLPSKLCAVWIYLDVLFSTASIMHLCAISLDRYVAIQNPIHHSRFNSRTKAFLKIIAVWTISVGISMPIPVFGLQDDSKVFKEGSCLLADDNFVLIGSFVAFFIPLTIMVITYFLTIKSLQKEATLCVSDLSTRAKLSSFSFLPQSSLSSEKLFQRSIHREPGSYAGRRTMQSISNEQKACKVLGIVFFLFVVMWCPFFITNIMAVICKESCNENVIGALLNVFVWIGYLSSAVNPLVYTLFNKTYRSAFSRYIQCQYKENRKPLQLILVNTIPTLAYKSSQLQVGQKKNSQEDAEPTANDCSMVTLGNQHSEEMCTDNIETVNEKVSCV
hiPSC survival = increases survival of single human iPS cells | 360,000 compounds, 0.044% hits | hiPSC single-cell survival, ATPlite luminescence; 100% = ROCK inhibitor wells, 0% = DMSO | survival enhancement, % at 20 µM | AID 602274; in the data active means survival enhancement above about 18%;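 further: cells exposed to compounds for 16 hours before the ATP read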
N-glyco inh = blocks N-linked glycosylation in D54 reporter cells. D54 ERlucT glycosylation luciferase reporter, 24 h; percent of 100 nM tunicamycin response. reporter increase, % at 12.5 µM. 360,000 compounds, 0.23% hits. AID 588692;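 active means mean luciferase reporter signal, scaled so untreated is 0 and the glycosylation-blocking control 100, at or above a set limit in every replicate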;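 further: luciferase carries N-glycosylation sites so blocking glycosylation raises the light; 0% = median of neutral control wells and 100% = median of 100 nM tunicamycin wells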
CaV13 FRET inh = Primary screen for inhibitors of IQ motif and Ca2+-dependent inactivation inhibitor domain binding in CACNA1D, Förster resonance energy transfer in living cells, …; AID 743397; 340,000 compounds, 0.098% hits; inhibition, % at 12.3 µM; HEK cells, CFP/YFP FRET ICDI-IQ, plate reader, 10 min; percent FRET-ratio fall versus neutral wells;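 active means mean replicate inhibition of at least 30% and at least 1% of replicates passing that level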;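 further: 0% = median of the neutral control wells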
* hit, by the source's call; nt = no result given.

mol,Exocytosis inh,PDI inh,aDG glyco up,H9c2 protect,Vif imaging,ABCB6 inh 2,HTR2A ag,hiPSC survival,N-glyco inh,CaV13 FRET inh
COc1cc(-c2nc3ccccc3s2)ccc1O,-1,-3,-0.1,-9,nt,99,-4,-2.2,2,-11
Cc1ccc(Oc2ccccc2NC(=O)CN2C(=O)NC3(CCCC3)C2=O)cc1,15,-5,0.0,2,-4,99,3,0.6,-3,nt
O=C(Nc1ccccc1F)c1nc[nH]c1C(=O)NCc1ccccc1,-5,-12,0.2,38,-16,94,-2,-1.2,0,-10
CN(Cc1ccc(F)cc1)S(=O)(=O)c1nnc(NC(=O)c2ccccc2Br)s1,8,5,0.2,-2,-7,95,6,0.6,1,-3
COc1cccc(NC(=O)C2C3CC4OC(=O)C2C4C3)c1 (stereo not given),-2,-6,-0.3,1,-3,95,0,-2.4,2,-5
O=C(Nc1ccc(C(=O)N2CCOCC2)cc1)c1cc(-c2cccnc2)nc2ccc(Cl)cc12,-11,-3,-0.4,37,-8,96,-7,0.0,-2,-1
COC(=O)c1cc(C)sc1NC(=O)CCc1ccccc1,-1,9,-0.1,-2,2,101,2,-0.1,-3,-3
CCOC(=O)c1c(NC(=O)CN2C(=O)NC(C)(c3ccc(OC(F)F)cc3)C2=O)sc(C)c1C (stereo not given),1,8,0.2,-9,-11,86,1,0.5,3,-2
C=CCN1C(=O)/C(=C2/Sc3ccc(OC)cc3N2C)SC1=Nc1ccccc1,11,-5,-0.1,-1,6,100,1,-0.2,2,-2
COC(=O)c1c(-c2cccc3ccccc23)csc1NC(=O)Cc1ccc(OC)c(OC)c1,0,4,0.5,-13,-11,92,-6,0.3,-2,nt
CC1=C(C(=O)N2CCOCC2)CC(CC(=O)NCCCN(C)C)C(=O)N1CCC1=CCCCC1 (stereo not given),-5,1,0.0,5,-3,98,4,1.0,1,-6
CCN(CCCNC(=O)C1CCN(S(=O)(=O)c2c(C)[nH]c(=O)[nH]c2=O)CC1)c1cccc(C)c1,0,-8,0.4,7,3,101,-2,-0.1,0,nt
CCCCC(=O)N(C)c1c(CC)nc2c(OCc3ccc(C#N)cc3)cccn12,-2,9,0.1,-3,-6,96,-1,-0.3,-1,-12
Cn1c(CSCc2ccc(F)cc2)nnc1SCC(=O)Nc1nccs1,-1,-10,0.9,-6,-11,98,5,-0.9,0,-5
CCC(C)(C)n1nnnc1CN(Cc1cc2cc(OC)c(OC)cc2[nH]c1=O)C1CCCC1,0,-10,0.0,16,nt,109,-1,11,0,nt
O=C(c1cccc(C(=O)N(c2ccccn2)C2CCCCC2)c1)N(c1ccccn1)C1CCCCC1,2,5,-0.1,1,-2,91,30*,-0.4,1,-4
O=C(NC(=S)NCCc1ccccc1)c1ccccc1,2,7,0.0,-7,-15,103,-7,-0.7,1,-8
COC(=O)c1ccc(NC(=O)c2c(Br)cnn2C)cc1,-15,-4,-0.2,0,-8,102,-1,-0.4,2,-18
COc1cc(C(=O)Nc2nc3ccc(S(=O)(=O)N4CCOCC4)cc3s2)cc(OC)c1OC,2,4,0.1,28,5,92,4,-1.2,1,-6
COc1ccc(-c2nc(C#N)c(NCCCn3ccnc3)o2)cc1OC,-1,0,-0.2,-1,-5,92,-3,0.1,2,-2
O=C(CCSCc1cccc(Cl)c1)NC1CCCC1,2,1,0.3,1,3,101,0,11,-2,-17
CCN(CC)c1ccc(/C=N/N2CCN(Cc3ccccc3Cl)CC2)c(O)c1,0,-23,-0.5,-4,3,94,0,-0.7,-1,-3
COc1ccc(/C=C/C(=O)c2ccncc2)c2ccccc12,2,1,2.6,-6,-4,108,-1,-0.9,7,-7
COc1ccc(NC(=O)COC(=O)c2ncc(Cl)c(Cl)c2Cl)c(OC)c1,1,-1,0.3,4,8,97,0,-1.3,2,-6
CC1CCCC(C)N1CCCNC(=O)c1ccc2nc(N3CCCCC3)sc2c1 (stereo not given),-1,-5,0.1,-2,8,100,-6,-2.2,1,-5
CC(C)c1ccc(N2C(=O)CC(Sc3ncn[nH]3)C2=O)cc1 (stereo not given),-4,-2,0.0,-20,0,101,3,2.8,4,-5
CC(=O)c1c(C)[nH]c(C(=O)OCc2nc3ccsc3c(=O)[nH]2)c1C,-1,-12,-0.1,24,-15,92,2,-0.3,3,-7
COc1cc2c(cc1NC(=O)c1cccc(F)c1)CCCC2,-2,2,-0.1,0,-3,83,-1,-2.5,2,-18
CCOc1ccc(OCCOC(=O)CNC(=O)c2ccc(Cl)cc2Cl)cc1,-8,0,-0.3,-8,24,97,2,-0.4,3,-1
CC(OC(=O)CCc1nc2ccccc2c(=O)[nH]1)C(=O)Nc1cccc(C(F)(F)F)c1 (stereo not given),4,-1,0.0,34,-2,102,-6,2.1,-1,-7
O=C(NC1CCCC1)C1CCN(C(=O)c2ccc(Cl)cc2)CC1,20,-8,0.0,-1,8,96,3,-0.5,3,-2
CCC(=O)N1c2ccc(S(=O)(=O)NCCc3ccccc3)cc2CC1C (stereo not given),0,-1,0.3,-7,-7,99,-1,-0.2,-2,-4
COC(=O)c1c(C)[nH]c(C)c1C(C)=O,14,7,-0.1,-7,0,96,1,-0.8,2,-6
CCn1c(SCC(=O)Nc2ccc(N(C)C)cc2)nnc1C1CC1,-1,13,0.0,-1,15,99,6,1.3,0,-3
CCCc1c(C(=O)N/N=C/C=C/c2ccccc2)nnn1-c1nonc1N,-3,-6,-0.5,-17,1,92,-1,0.2,-1,-3
COc1ccc(NC(=O)Cc2ccc(Cl)cc2)cc1S(=O)(=O)N1CCCCC1,-4,3,0.1,-13,-2,88,-8,-0.1,-3,-2
O=C(COc1ccccc1Br)N1CCN(C(=O)c2ccco2)CC1,-4,-7,-0.3,7,5,92,9,-0.5,1,nt
O=C(CSc1ccc(-c2ccc(Cl)cc2)nn1)NC1CCCC1,41,4,-0.1,-7,-9,98,-8,-0.1,-4,-10
C=CCOc1c(CNc2ncn[nH]2)cccc1OC,-2,-6,0.0,5,1,99,2,-1.8,2,-5
C=CCN(Cc1ccc(Cl)s1)C(=O)c1cc(S(=O)(=O)N2CCOCC2)ccc1F,1,-1,-0.5,3,-1,95,-8,0.8,-2,-2
O=C(Nc1ccc(F)cc1)C(CCc1ccccc1)N1CCN(Cc2c(F)cccc2Cl)CC1 (stereo not given),-2,nt,-0.1,nt,nt,nt,-9,nt,nt,-9
CCC(C)(C)N1CC(=O)N(Cc2ccccc2)C(c2ccc(OC)cc2)C1=O (stereo not given),4,-5,-0.2,13,-17,101,1,0.5,-1,nt
CC(C)C(=O)N1CCN(c2ccccc2NC(=O)COc2ccc(C3CCCCC3)cc2)CC1,5,13,0.0,-7,-7,97,-2,2.3,-4,nt
O=C(c1ccccc1)N1N=C(c2ccccc2)CC1c1cccs1 (stereo not given),3,2,0.2,-7,5,102,-2,0.5,-4,-4
COc1ccc(Cl)cc1N1C(=O)c2cccnc2C1=O,4,-5,-0.2,-2,1,96,2,-0.5,-1,-4
O=[N+]([O-])c1ccc2[nH]c3c(c2c1)CCCC3O (stereo not given),4,0,0.4,-3,6,94,2,4.2,-3,3
Cn1c(=O)[nH]c(=O)c2c1nc(SCCN1CCOCC1)n2CCCc1ccccc1,4,nt,0.6,6,10,98,4,-0.1,0,-7
CC1CCN(C(=O)COc2cccc3c2CCN(Cc2ccccc2)C3=O)CC1,-5,-1,0.5,-9,2,109,-4,0.5,0,91*
CN(C)CCCNC(=O)C(=O)NCC1OCCN1S(=O)(=O)c1cc(F)ccc1F (stereo not given),-3,3,0.1,4,2,97,0,1.5,1,nt
COc1ccc(C(C(=O)NC2CCCCC2)N(C(=O)c2cccs2)c2ccc3c(c2)OCO3)cc1 (stereo not given),-7,-4,0.1,8,2,93,3,-1.3,-5,-9
O=C(COc1ccccc1[N+](=O)[O-])N1CCC(Cc2ccccc2)CC1,0,8,0.2,0,-4,97,-5,-2.1,-4,21
CCn1nc(C)c(C(=O)Nc2cc(Oc3ccc(Cl)cc3)cc([N+](=O)[O-])c2)c1C,3,2,0.1,-3,4,92,-3,-2.3,1,-8
CCCC(=O)Nc1cc(-c2nnc(OC)c3ccccc23)ccc1N1CCOCC1,3,8,0.3,13,-1,91,1,-1.0,-1,nt
O=C(c1cc2n(n1)C(C(F)(F)F)CC(c1ccco1)N2)N1CCN(c2ccccn2)CC1 (stereo not given),-3,5,0.0,0,0,106,4,0.1,-1,nt
Cc1ccc(CSc2nsc(C)c2C#N)cc1,-3,-1,0.7,-4,-1,99,-1,-0.1,0,-20
C/C(N)=C(/C#N)C(=O)COC(=O)c1cccc(O)c1,5,1,0.3,1,10,98,-4,-0.5,3,-3
Cc1ccc2c(c1)C(=O)N1[C@H]3c4ccccc4OC[C@@H]3[C@H](c3ccccc3)[C@]1(C)C(=O)N2,-7,-57,-0.1,-8,-1,96,-1,-0.9,31*,nt
Cc1ccc(/C=C2/SC(=S)N(C3CCCCC3)C2=O)o1,26,4,-0.3,-3,1,119,4,1.1,4,-3
COc1cccc(/C=C2\C(=O)N(c3cccc(C)c3)C(=O)c3ccccc32)c1,-6,-2,0.0,-4,2,99,4,-0.7,2,-2
CCOC(=O)C1(C)CCCCN1C(=O)c1ccccc1OC (stereo not given),-1,3,-0.3,12,2,97,-2,5.9,-1,-10

Other entries follow:
mol,Exocytosis inh,PDI inh,aDG glyco up,H9c2 protect,Vif imaging,ABCB6 inh 2,HTR2A ag,hiPSC survival,N-glyco inh,CaV13 FRET inh
COCCNC(=O)C1CC(=O)N(CCc2ccccc2)C1 (stereo not given),-3,-1,0.2,6,4,109,-3,0.4,1,nt
NC(=O)CC(NC(=O)Cc1ccc(Cl)cc1)c1ccc(NCc2ccccc2)c([N+](=O)[O-])c1 (stereo not given),-4,-1,-0.2,0,nt,94,8,1.8,10,-11
COc1ccccc1C1OC(c2cccc([N+](=O)[O-])c2)=NN1C(C)=O (stereo not given),0,-10,-0.4,-1,-2,102,-2,-0.3,1,-6
CCCCn1c(C)cc(/C=C(\C#N)C(=O)O)c1C,1,0,0.1,-6,0,97,-2,2.8,0,-1
COc1ccc(CCNC(=O)c2nnn(CC(=O)Nc3ccc(C)cc3C)c2N)cc1OC,-4,2,0.0,-4,-3,105,-3,-0.4,-2,-17
O=C(CCc1ccc(CCC(=O)c2cccs2)s1)c1cccs1,1,-4,0.3,-17,nt,95,-1,-0.2,-1,nt
CC1=C(C)[N+](=O)C2CCCCC2N1[O-] (stereo not given),-1,-9,0.0,6,3,94,1,2.3,3,-7
Cc1ccc2c(c1)cc(CN(Cc1ccc3c(c1)OCO3)C(=O)c1cnccn1)c1nnnn12,1,0,-0.2,20,5,93,3,-2.9,1,-5

Part of the list above in order of molar mass, lowest first:
mol,Exocytosis inh,PDI inh,aDG glyco up,H9c2 protect,Vif imaging,ABCB6 inh 2,HTR2A ag,hiPSC survival,N-glyco inh,CaV13 FRET inh
COCCNC(=O)C1CC(=O)N(CCc2ccccc2)C1 (stereo not given),-3,-1,0.2,6,4,109,-3,0.4,1,nt
O=C(CCc1ccc(CCC(=O)c2cccs2)s1)c1cccs1,1,-4,0.3,-17,nt,95,-1,-0.2,-1,nt
COc1ccc(CCNC(=O)c2nnn(CC(=O)Nc3ccc(C)cc3C)c2N)cc1OC,-4,2,0.0,-4,-3,105,-3,-0.4,-2,-17

From PubChem BioAssay
